GAA glycogen mod – inhibitors or activators of human alpha-glucosidase glycogen cleavage; AID 2100; 300,000 compounds, 0.38% hits; P10253; recombinant GAA, glycogen substrate, Amplex Red glucose oxidase fluorescence; Potency, µM (highest dose often 76.4 µM), for the others: at the highest dose activity change, negative = inhibition, hits mostly inhibitors;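 also: 0% = full enzyme reaction and -100% = no-enzyme basal signal; the screen sought inhibitors and activators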
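Recombinant human enzyme (4 nM); glycogen substrate; 37 C, 40 min, pH 5.0. Readout: coupled glucose oxidase/Amplex Red fluorescence.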
Tau ThT inhib – inhibitors of human tau fibril formation, thioflavin T binding | P10636 | recombinant tau K18 P301L, heparin-induced fibrillization, ThT fluorescence | 270,000 compounds, 2.1% hits | AID 1460 | Potency, µM (top dose mostly 57.4 µM), without a hit: at the highest dose activity, negative = inhibition, hits mostly inhibitors; also: % is scaled to controls: 0 for no effect and ±100 for the full control effect; nearly all actives have a fitted effect of over 55% in size
Target sequence (P10636 561-689 P618L limits assumed): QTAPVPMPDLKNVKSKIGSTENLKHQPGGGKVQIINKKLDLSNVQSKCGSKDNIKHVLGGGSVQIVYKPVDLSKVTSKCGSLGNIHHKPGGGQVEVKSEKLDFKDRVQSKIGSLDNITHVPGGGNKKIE
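ThT emission at 510 nm, taken 1 hr after adding 30 uM dye, quantifies aggregates formed when 20 uM heparin acts on human tau K18 P301L for 6 hr at 37 C.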
HTT ATP protect – cytoprotection in Huntington HTT-Q103 PC12 cell model | PC12 HTT-Q103 induced, cytoprotection, ATP luminescence, 40 h | Potency, µM (titrated, usually from 56.4 µM), inactives show cytoprotection (ATP increase), usual class: activators | 230,000 compounds, 0.14% hits;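 also: % of control where 0% means no effect; nearly all actives have a fitted effect of over 45% in size; toxic huntingtin expression switched on by the ecdysone agonist tebufenozide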
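Stable PC12 Q103-GFP cells in serum-supplemented, phenol red-free DMEM; induction by tebufenozide at 100 nM final; compound dose series; cell viability quantified luminescently from ATP.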
GAA spleen mod – inhibits or activates alpha-glucosidase in human spleen homogenate; P10253; human spleen homogenate, 4-MU-alpha-glucoside fluorescence; Potency, µM (series often up to 79.9 µM), without a hit: at the highest dose activity change, negative = inhibition, actives largely listed as inhibitors; 240,000 compounds, 0.006% hits;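 also: 0% = enzyme with vehicle and -100% = no enzyme basal signal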
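Human spleen homogenate (1 ug) incubated with compounds and 1 mM 4-methylumbelliferyl-alpha-D-glucopyranoside in pH 5.0 citrate/phosphate buffer, 37 C, 40 min. Stopped at pH 10; 4-MU fluorescence (Ex 365/Em 440 nm); AC50 by Hill fit.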
aGal spleen mod – alpha-galactosidase A (human) modulation; P06280; human spleen homogenate, 4MU-alpha-Gal fluorescence, 40 min; Potency, µM (series often up to 80 µM), without a hit: at the top dose activity change, negative = inhibition, actives largely listed as inhibitors; 240,000 compounds, 0.008% hits; AID 2107;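 also: 0% = enzyme with vehicle and -100% = no enzyme basal signal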
Target sequence (P06280 32-429 limits assumed): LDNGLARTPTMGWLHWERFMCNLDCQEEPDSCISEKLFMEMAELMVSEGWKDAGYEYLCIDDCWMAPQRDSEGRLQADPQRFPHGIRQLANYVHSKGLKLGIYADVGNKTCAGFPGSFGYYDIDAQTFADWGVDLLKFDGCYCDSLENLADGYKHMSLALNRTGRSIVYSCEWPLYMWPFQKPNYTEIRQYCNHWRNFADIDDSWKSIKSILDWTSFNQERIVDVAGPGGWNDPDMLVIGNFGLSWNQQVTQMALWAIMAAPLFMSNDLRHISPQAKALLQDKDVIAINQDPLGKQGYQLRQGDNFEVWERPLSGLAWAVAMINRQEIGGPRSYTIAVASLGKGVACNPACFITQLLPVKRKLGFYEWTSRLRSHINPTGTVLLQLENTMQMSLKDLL
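Spleen homogenate 1 ug + cpd (titration) + 4-MU-alpha-D-galactopyranoside 1 mM; 37C 40 min; 50 mM citrate/phosphate pH 5.0, 0.01% Tween-20; stop pH 10; fluorescence 365/440; AC50 via Hill.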
Tau FP inhib – blocks human tau fibril formation measured by polarization | 280,000 compounds, 0.39% hits | P10636 | Potency, µM (titrated, usually from 57.7 µM), for inactives: top-dose activity, negative = inhibition, most hits filed as inhibitors | AID 1468 | K18 P301L tau heparin fibrillization, Alexa594 FP, 6 h; also: % is scaled to controls: 0 for no effect and ±100 for the full control effect; nearly all actives have a fitted effect of over 55% in size
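Read-out: fluorescence polarization of Alexa 594-labeled tau (0.24 uM), 555 nm excitation, 632 nm emission. Mixtures held 15 uM unlabeled K18 P301L, compound and 20 uM heparin, pH 7 acetate buffer, incubated 6 hr at 37 C.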
Tau fluor counter – counter-screen for tau fibril formation inhibitors; Potency, µM (top dose mostly 57.7 µM), for the others: top-dose activity change, negative = decrease; 280,000 compounds, 0.93% hits; tau K18 P301L (four-repeat tau fragment) Alexa594 fluorescence, heparin fibrillization; also: % is scaled to controls: 0 for no effect and ±100 for the full control effect; nearly all actives have a fitted effect of over 55% in size
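Human K18 P301L tau (15 uM unlabeled plus 0.24 uM Alexa 594-labeled, final) in 100 mM sodium acetate pH 7 was mixed with compound and 20 uM heparin and incubated 6 hr at 37 C.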
GAA inhib – blocks human lysosomal alpha-glucosidase; P10253; purified human GAA, 4-MU-alpha-glucoside fluorescence; Potency, µM (titrated, usually from 76.9 µM), for the others: at the highest dose activity change, negative = inhibition, usual class: inhibitors; 200,000 compounds, 0.005% hits;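 also: plate controls were uninhibited enzyme wells for no effect and no-enzyme background for full effect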
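qHTS format, compound range up to 77 uM. Human lysosomal enzyme at 4 nM, 400 uM 4-MU glucoside substrate, pH 5.0, 20 min room temperature; fluorescence after alkaline stop gives activity normalized to controls.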
* hit, by the source's call; ? = inconclusive; / = not tested or not shown; & = joins results of further samples; [ ] = another dose, or the depositor's remark. Calls follow the shape of the dose curve; as a rule, active = well fitted curve in the direction sought with a large enough effect; inconclusive = small, poorly fitted or top-dose-only effect, or another doubt; inactive = no such curve, though single readings can be large; an effect the other way counts as inactive or inconclusive. Potency is read from the fitted curve at half-maximal effect. Random draw from the library; any-hit rate near 3.3%.

molecule	Tau fluor counter	GAA spleen mod	GAA glycogen mod	Tau ThT inhib	Tau FP inhib	GAA inhib	aGal spleen mod	HTT ATP protect
CC1CCN(S(=O)(=O)c2ccc(C(=O)Nc3nnc(-c4ccccn4)o3)cc2)CC1	-7.7%	-0.8%	3.2%	1.6%	-3.0%	3.4%	-1.1%	-64.9%[inhibitor][10 µM]
Cc1ccc(C(=O)CSc2nnc(-c3ccco3)o2)o1	1.3%	-4.4%	-0.3%	-2.0%	-0.3%	0.3%	0.0%	-12.8%
CC(C)NC(=O)CSCc1cccc(Br)c1	-1.8%	-0.7%	-5.4%	-2.3%	-5.0%	-2.6%	1.1%	-11.3%
Cn1c(=O)c2c(nc(N/N=C/c3cccnc3)n2Cc2ccccc2)n(C)c1=O	-23.7%	2.7%	?	-16.1%	-5.4%	/	6.4%	-15.1%[10 µM]
O=C(Nc1ccc(F)c(Cl)c1)C1Cc2ccccc2CN1S(=O)(=O)c1ccc(F)cc1 (configuration not stated)	?	/	-9.5%[76.3 µM]	8.5%	?	/	/	/
O=C(Nc1cnc2ccccn2c1=O)c1ccc(Cl)cc1Cl	1.3%	-1.0%	1.1%	-3.6%	5.6%	-8.3%	-2.2%	-36.7%[10 µM]
CC1CCc2c(C(=O)NCc3ccccn3)csc2C1 (configuration not stated)	-3.9%	-1.0%	-0.9%	-1.9%	-0.1%	14.1%	-2.9%	-7.8%[10 µM]
CC(=O)c1cnc2c(-c3ccc(Cl)cc3)cnn2c1C	-3.3%	2.9%	3.7%	?	-1.9%	3.2%	7.4%	28.5%[10 µM]
COc1cccc(NC(=O)CN(C)CC(=O)Nc2ccc(C)cc2Cl)c1	-15.8%	15.2%	1.6%	-7.9%	1.3%	-0.3%	-4.1%	8.5%[10 µM]
O=C(O)C1=C(OCc2ccccc2)C(=O)NCC1	4.2%	-11.6%	-2.9%	4.5%	-4.1%	-7.8%	0.8%	-6.4%[10 µM]
Cc1ccc(C(=O)CSc2ccccn2)cc1	-3.2%	-2.5%	-9.5%	-5.6%	-10.1%	-11.8%	-1.8%	5.3%
O=c1oc(-c2ccc(Cl)c(Cl)c2)nn1-c1ccc(C(F)(F)F)cn1	-15.8%	-3.5%	-3.0%	-11.3%	-7.6%	-10.7%[15.4 µM]	-4.2%	4.6%[10 µM]
COc1cc(C2NC(=O)NC(C)=C2C(=O)Nc2cc(C)cc(C)c2)ccc1O (configuration not stated)	-12.2%	/	?	-10.4%	-5.0%	/	/	/
CCCC(C(=O)NCc1ccco1)N(C(=O)CNS(=O)(=O)c1ccc(Cl)cc1)C1CCCC1 (configuration not stated)	-8.4%	-7.5%	-4.0%	0.0%	1.5%	-32.9%	2.3%	-15.5%[1.9 µM]
N#Cc1ccc(C23CC4(C2)[C@H](CN(Cc2ccc(-c5ccccc5)cc2)[C@@H]4c2ccccc2)C3c2ccc(Cl)nc2)cc1 (some centres not stated)	2.2%&6.1%	-1.7%&-1.6%	1.0%	0.0%&0.2%	-4.8%&-4.5%	/	2.5%&13.1%	-20.3%

More records.
molecule	Tau fluor counter	GAA spleen mod	GAA glycogen mod	Tau ThT inhib	Tau FP inhib	GAA inhib	aGal spleen mod	HTT ATP protect
O=C1NC[C@H](Cc2ccc(O)cc2)N(CCc2cccc3ccccc23)C1=O	-18.3%	9.5%	6.8%	?	5.3%	/	5.7%	10.8%[10 µM]
O=C(CN(CC1CCCO1)C(=O)CNS(=O)(=O)c1ccc(Cl)cc1)NCCc1ccccc1 (configuration not stated)	-2.2%	-2.2%	-10.3%	-2.0%	0.6%	-10.6%	0.1%	-13.2%
CSC1=NCCN1C(=O)Cc1ccc(-c2ccccc2)cc1	-4.4%	-7.3%	0.8%	?	3.1%	-5.0%	2.2%	/
Cc1ccc(CCNC(=O)CN2C(=O)COc3ccc(S(=O)(=O)N4CCC(C)CC4)cc32)cc1	-29.1%	/	-10.8%[76.3 µM]	-5.5%	3.0%	/	/	/
Cc1ccc(NC(=O)NCc2c(C)nn(C)c2C)cc1Cl	-7.5%	0.8%	-5.6%	-3.1%	-4.2%	6.1%	3.2%	-57.9%[inhibitor]
CCCCCn1c(C(C)NC(=O)CCC)nc2ccccc21 (configuration not stated)	2.2%	-0.3%	-1.2%	-4.2%	2.3%	1.1%	10.3%	23.4%
Cc1ccc(S(=O)(=O)NCCC(=O)Nc2ccc(C)cc2C(=O)c2ccccc2)cc1	-12.1%	3.9%	-4.2%	-0.4%	-4.1%	-2.0%	0.7%	-2.5%[10 µM]
COC(=O)[C@H](CCSC)NC(=O)N1CCN(c2cccc(C(F)(F)F)c2)CC1	-9.4%	-5.0%	6.1%	-8.1%	0.2%	-1.8%	-1.5%	6.0%
NC(=S)Cc1ccccc1Cl	-7.3%	-1.9%	-0.4%	-5.6%	6.7%	0.4%	7.0%	-10.9%[10 µM]
Cc1cccc(N2CCN(C(c3ccccc3)c3nnc(-c4ccccc4Cl)o3)CC2)c1C (configuration not stated)	-5.5%	/	10.0%[76.3 µM]	-9.0%	-1.7%	/	/	/
CC1(C)N=C(SCC(=O)Nc2ccc(Cl)cc2)C(c2ccccc2)=N1	?	-2.9%	-9.1%	?	-13.7%	-7.2%	-2.3%	24.3%
CCOC(=O)Cc1csc(Nc2c(C)n(C)n(-c3ccccc3)c2=O)n1	-3.2%	-1.1%	10µM*	-12.6%	-16.8%	-0.8%	1.7%	-2.5%[10 µM]
O=C(Cc1ccc(Br)cc1)Nc1ccc(S(=O)(=O)NCC2CCCO2)cc1 (configuration not stated)	?	-8.8%	-1.9%	-6.5%	-10.6%	1.8%	-2.2%	10.3%[10 µM]
O=C(CN1CCOCC1)N/N=C/c1ccc(-c2cccc(Cl)c2Cl)o1	-19.1%	-1.7%	-9.4%	?	-0.5%	-6.3%[15.4 µM]	7.9%	15.4%[10 µM]
COC(=O)[C@H](COC(C)(C)C)NC(=O)O[C@@H]1C(=O)c2ccc(OC)cc2O[C@H]1c1ccc2c(c1)OCO2	-7.0%	3.4%	/	-3.6%	-2.0%	/	0.4%	/

The list continues.
molecule	Tau fluor counter	GAA spleen mod	GAA glycogen mod	Tau ThT inhib	Tau FP inhib	GAA inhib	aGal spleen mod	HTT ATP protect
O=C1C2=C(S[C@@H]3O[C@H](CO)[C@@H](O)[C@H](O)[C@H]3O2)C(=O)c2ccccc21	-14.7%	16.4%	/	?	?	/	5.2%	-14.8%
COc1ccc(NC(=O)C2CC(=O)N(Cc3ccc(C)cc3)C2)cc1S(=O)(=O)N1CCCCC1 (configuration not stated)	-7.0%	-1.1%	2.7%	1.3%	7.8%	?	12.2%	4.3%[10 µM]
CCN1C(=O)/C(=C\N(C(C)=O)c2ccccc2)OC1=S	-2.5%	-9.0%	-1.0%	-8.6%	-10.3%	-1.8%	1.3%	-1.8%[10 µM]
O=[N+]([O-])c1ccc(OS(=O)(=O)Cc2ccccc2)cc1	-5.2%	0.7%	11.1%	-3.2%	5.2%	-6.0%	-1.5%	-19.2%
Cc1c(N=C/C=C/c2ccccc2)c(=O)n(-c2ccccc2)n1C	0.1%	1.5%	?	-7.4%	2.3%	-3.9%	1.3%	-26.6%
CSc1c(CC(=O)Nc2ccccc2)n(Cc2ccccc2)c2ccccc12	-18.6%	-4.5%	12.8%	9.3%	5.6%	-5.3%	1.6%	-6.4%[10 µM]
Cc1ccc(-c2cc(C(=O)N/N=C/c3c[nH]c4ccccc34)n[nH]2)o1	?	-2.3%	-12.4%	?	?	-2.6%	5.3%	2.9%[10 µM]
COC(=O)N1N=C(c2ccccc2)CC1(O)C(F)(F)F (configuration not stated)	6.6%	-12.2%	3.6%	3.2%	-1.8%	-1.2%	-8.3%	-10.2%
O=C1/C(=C/c2ccc(N3CCCC3)cc2)NC(=S)N1C1CC1	?	-9.3%	-11.7%	?	-3.0%	-2.8%	-4.1%	-16.4%
O=C(Cn1ccn(-c2ccc(F)cc2)c(=O)c1=O)Nc1ccccc1C(F)(F)F	-7.7%	/	7.1%[76.3 µM]	6.2%	?	/	/	/
Cc1cccc(CSc2ncnc3ccccc23)c1	-17.1%	/	-13.0%	?	-16.6%	-4.5%	2.9%	-8.9%
CC(C)(C)C(=O)Nc1ccnc(-c2cccnc2)n1	-1.9%	-11.0%	4.9%	-2.4%	-2.3%	6.5%	-4.5%	-11.1%
CCOCCCNC(=O)C(c1ccc(C)cc1)N(Cc1cccs1)C(=O)CNC(C)=O (configuration not stated)	2.9%	6.5%	-2.6%	-4.2%	1.0%	-0.6%	7.4%	-2.0%[10 µM]
COC(=O)c1ccccc1Oc1ccc(NC(=O)C(C)(C)CCl)cc1	-11.4%	/	-13.7%	-5.0%	4.6%	-16.0%	-5.9%	-15.1%
COC(=O)c1ccc(-c2ccc(Cl)cc2)nc1C	-8.8%	-4.0%	4.9%	?	4.2%	0.9%	-8.9%	/

Additional results:
molecule	Tau fluor counter	GAA spleen mod	GAA glycogen mod	Tau ThT inhib	Tau FP inhib	GAA inhib	aGal spleen mod	HTT ATP protect
CCOc1ccc(S(=O)(=O)N2CCN(c3ccccc3OC)CC2)c2cccnc12	-17.4%	-12.3%	-6.4%	-13.7%	-0.3%	?	5.0%	-21.0%
CCCCN(CCCC)C(=O)CSc1nnc2n(C)c(=O)c3c4c(sc3n12)CCCC4	6.6%	-3.7%	10.7%	-2.6%	7.4%	-2.9%	-3.3%	-4.0%[10 µM]
C1CCc2c(nc3nnnn3c2NC2CCCC2)C1	-3.3%	-4.2%	-2.1%	-3.1%	1.9%	5.1%	-7.7%	8.1%
COc1cc(C(=O)Oc2ccc3c(c2)OCC3=O)cc(OC)c1OC	-14.3%	-3.4%	-4.4%	?	-4.4%	-1.8%	-9.2%	-9.0%
Cc1cccc(C)c1NC(=O)CSc1ccc([N+](=O)[O-])cn1	-3.4%	-15.3%	-0.1%	-7.7%	5.3%	3.9%	-12.0%	/
CC(C)NC(=O)Cn1c(SCC(=O)N2CCCCCC2)nc2ccccc21	3.0%	1.9%	2.8%	8.4%	2.3%	-3.4%	5.3%	11.2%
CCN(Cc1ccncc1)Cc1cn[nH]c1-c1ccc(OC)cc1F	-14.2%	0.7%	9.1%	-17.9%	-1.4%	-8.2%	1.7%	14.1%[10 µM]

Bioassay records: PubChem, National Center for Advancing Translational Sciences (NCATS)
